Screens from PubChem BioAssay.
DT40 TDP1 no CPT: qHTS for Inhibitors of human tyrosyl-DNA phosphodiesterase 1 (TDP1): qHTS in cells in absence of CPT; DT40 Tdp1-/- hTDP1 cells, no CPT, ATP luminescence, 48 h; Potency, µM (doses to about 46.2 µM), without a hit: at the top dose activity change, negative = growth inhibition, usual class: inhibitors; actives 15% (n = 420,000); AID 686978, 2013; also: nearly all actives have a fitted effect of over 55% in size
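Compound effects on proliferation are scored in DT40 Tdp1-/-;hTDP1 cells in the absence of CPT. ATP levels (CellTiter-Glo luminescence) are recorded after a ≥48 hr, 37 °C incubation.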
TDP1 cell CPT: qHTS for Inhibitors of human tyrosyl-DNA phosphodiesterase 1 (TDP1): qHTS in cells in presence of CPT. chicken DT40 Tdp1-/-;hTDP1 cells + 20 nM CPT, ATP luminescence, 48 h. Potency, µM (series often up to 46.2 µM), for inactives: at the highest dose activity change, negative = growth inhibition, most hits filed as inhibitors. actives 12% (n = 420,000); also: nearly all actives have a fitted effect of over 55% in size
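Chicken DT40 Tdp1-/- cells complemented with human TDP1, 400 cells/well, exposed to compounds plus 20 nM camptothecin for at least 48 h at 37 C; viability read as ATP content by CellTiter-Glo luminescence.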
KAT2A inh: qHTS Assay for Inhibitors of GCN5L2 | Histone acetyltransferase KAT2A (Homo sapiens), Q92830 | GCN5L2 HAT assay, ThioGlo1 CoA-SH fluorescence | Potency, µM (titrated, usually from 58.9 µM), for inactives: at the top dose activity change, negative = inhibition, most hits filed as inhibitors | actives 0.21% (n = 390,000) | AID 504327, 2011
Target sequence (Q92830 whole entry, looked up): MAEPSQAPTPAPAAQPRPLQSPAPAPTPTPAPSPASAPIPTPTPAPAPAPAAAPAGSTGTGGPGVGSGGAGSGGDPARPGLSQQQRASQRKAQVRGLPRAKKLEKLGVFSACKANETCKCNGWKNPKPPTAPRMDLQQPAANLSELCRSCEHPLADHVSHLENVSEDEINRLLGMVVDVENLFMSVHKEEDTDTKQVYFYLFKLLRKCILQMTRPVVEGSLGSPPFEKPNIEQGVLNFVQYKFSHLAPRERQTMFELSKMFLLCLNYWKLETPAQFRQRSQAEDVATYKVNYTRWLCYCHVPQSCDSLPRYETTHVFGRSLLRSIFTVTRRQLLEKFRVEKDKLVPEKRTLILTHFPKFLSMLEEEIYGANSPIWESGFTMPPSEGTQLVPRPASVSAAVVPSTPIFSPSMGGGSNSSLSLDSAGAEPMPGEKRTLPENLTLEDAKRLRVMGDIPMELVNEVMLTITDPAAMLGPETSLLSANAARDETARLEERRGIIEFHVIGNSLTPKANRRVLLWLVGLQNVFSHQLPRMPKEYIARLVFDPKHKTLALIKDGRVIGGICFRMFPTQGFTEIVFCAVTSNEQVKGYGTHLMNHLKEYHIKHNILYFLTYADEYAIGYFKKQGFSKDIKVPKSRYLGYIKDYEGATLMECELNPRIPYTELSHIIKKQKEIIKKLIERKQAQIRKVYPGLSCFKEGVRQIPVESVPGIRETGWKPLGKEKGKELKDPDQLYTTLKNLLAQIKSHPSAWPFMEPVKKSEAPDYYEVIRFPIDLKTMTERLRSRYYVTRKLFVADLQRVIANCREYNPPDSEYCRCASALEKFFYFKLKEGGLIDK
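qHTS, 1536-well. 20nM enzyme, pH 7.5 HEPES/EDTA/Tween-20 buffer; 15 min compound preinc., RT. Start: 75uM H3(1-25), 70uM AcCoA, 50uM ThioGlo1. Read Ex340/Em540 at t=0 (autofluorescence flag) and t=20 min.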
* hit, by the source's call; ? = inconclusive; . = not tested or not shown; & = joins results of further samples; [ ] = remark or other dose. Calls follow the shape of the dose curve; as a rule, active = well fitted curve in the direction sought with a large enough effect; inconclusive = small, poorly fitted or top-dose-only effect, or another doubt; inactive = no such curve, though single readings can be large; an effect the other way counts as inactive or inconclusive. % is scaled to controls: 0 for no effect and ±100 for the full control effect; potency is read from the fitted curve at half-maximal effect.

SMILES	DT40 TDP1 no CPT	TDP1 cell CPT	KAT2A inh
Cc1ccc(NC(=O)Cc2ccccc2)cc1S(=O)(=O)N1CCOCC1	-4%	-21%	-2%
COc1ccccc1CNC(=O)CCc1nnc2ccc(NCCCN3CCCC3=O)nn12	-1%	-30%	-3%
N#CC1=C(N)Oc2cc(O)c(Cl)cc2C1c1ccccc1F (centres undefined)	?	?	-3%
CCOC(=O)N1CCN(C(=O)Cn2nc(C)n3nc(-c4ccc(CC)cc4)cc3c2=O)CC1	21µM*	16µM*	0%
CC(/C=C1\SC(=S)N(NC(=O)c2ccncc2)C1=O)=C\c1ccccc1	3%	-1%	-3%
COc1cc(CNCCc2ccccc2)cc(Br)c1OCC(=O)Nc1ccccc1C	26µM*	?	-12%
Cc1ccc(-c2nc3c(C)cc(Br)cn3c2Cc2cccc(F)c2)cc1	?	?	.
COc1ccc(C)cc1-n1c(SCC(=O)NCC2CCCO2)nc2c([nH]c3ccccc32)c1=O (centres undefined)	-13%	2%	-23%
Cc1ccccc1NC(=S)NNC(=O)c1ccco1	22%	-8%	-24%
Cc1sc(NC(=O)C2C3CCC(O3)C2C(=O)O)c(C(=O)OC(C)C)c1-c1ccc(Cl)cc1 (centres undefined)	?	?	-16%
O=C(Cc1ccc(Cl)c(Cl)c1)Nc1cccc(S(=O)(=O)N2CCOCC2)c1	?	?	-2%
COc1ccc(S(=O)(=O)Nc2c(C)n(C)n(-c3ccccc3)c2=O)cc1	0%	-23%	.
C[C@]12c3[nH]c4cc(-c5ccco5)ccc4c3CCN1C(=O)[C@@H](CC(=O)NCc1ccco1)C[C@@H]2C(=O)N1CCOCC1	?	?	-9%
CN(C(=O)CSc1nc2ccccc2c(=O)n1-c1ccccc1Cl)C1CCS(=O)(=O)C1 (centres undefined)	?	-23%	-7%
Cc1ccccc1NC(=O)CSCc1nc(N)nc(Nc2ccccc2C)n1	-2%	-14%	-4%
CCCCN(CC)C(=O)Cn1cnc2ccc(S(=O)(=O)N3CCC(C)CC3)cc2c1=O	-18%	-16%	-4%
CC(=O)Nc1cccc(C(=O)N/N=C/c2ccc(C)o2)c1	-12%	-3%	-2%
CCc1nnc(SCC(=O)Nc2ccc(N3CCOCC3)cc2)o1	?	-7%	1%
COCOc1ccc(/C=C/C(=O)c2c(O)cc(OCOC)cc2OCOC)cc1	?	?	.
C/C(=N/NC(=O)c1ccc(C)s1)c1cccc(NC(=O)COc2ccc(Cl)cc2Cl)c1	?	?	-7%
CCOc1ccc(NC(=S)NC(=O)c2c(Cl)c(C)nn2C)c([N+](=O)[O-])c1	-2%	-23%	2%
CC(C)N1C[C@@]23C=C[C@@H](O2)C(C(=O)OCc2ccccc2)[C@H]3C1=O (some centres undefined)	-14%	-9%	2%
Cc1cccc(N(CC(=O)NCC2CCCO2)C(=O)CCC(=O)Nc2cc(C)on2)c1 (centres undefined)	-1%	-11%	-1%
Cc1occc1C(=O)N1CCN(c2ncccn2)CC1	2%	6%	2%
Cc1ccc(OCC(=O)NCC(=O)n2nc(C)cc2C)cc1	1%	-3%	-8%
New compounds follow
SMILES	DT40 TDP1 no CPT	TDP1 cell CPT	KAT2A inh
CC(NC(=O)c1ccc2c(c1)N(Cc1ccc(Cl)cc1)C(=O)c1ccccc1S2=O)c1ccccc1 (centres undefined)	-21%	?	-17%
O=C(NN=C1CCCCCC1)c1ccc2c(c1)OCO2	0%	6%	-5%
Cc1ccc2oc(=O)n(Cc3ccccc3)c2c1	-30%	-21%	-26%
Cc1cccc(-c2c3c(=O)n(C)c(=O)n(C)c3c3nnc4ccccc4n23)c1	6.5µM*	?	.
O=[N+]([O-])c1cccc(N=NNc2cccc([N+](=O)[O-])c2)c1	18µM*	?	.
Cc1c(C(=O)c2ccc(Cl)c(Cl)c2)cnc2cc3c(cc12)OCO3	?	?	-7%
C[N+](C)(C)CCOP(=O)([O-])OC[C@H](O)CO	-10%	22%	-3%
Cc1ccc(N2C(=O)CC(Cc3ccc(Cl)cc3)C2=O)cc1 (centres undefined)	6%	-2%	-3%
CCOC(=O)C1CCN(C(=O)CN2C(=O)c3cccnc3Oc3ccc(C)cc32)CC1	10%	1%	-9%
Cc1cccnc1NC(=O)Nc1ccc(F)cc1	-1%	10%	-2%
COc1ccc(-c2nc3ccc(C)cn3c2NCc2ccc3c(c2)OCO3)cc1	?	-8%	2%
CCCN(CC(=O)Nc1ccc(F)c(F)c1F)C(=O)C1CC(=O)N(Cc2ccccc2)C1 (centres undefined)	-24%	-12%	3%
O=S(=O)(c1ccc(Oc2ccc(Cl)cc2)c(S(=O)(=O)N2CCCCC2)c1)N1CCCCC1	15µM*	?	-2%
COc1ccc(C(C)NC(=O)Nc2ccc(C(C)=O)cc2)cc1OC (centres undefined)	-22%	-37%	-4%
O=C(COC(=O)c1ccc([N+](=O)[O-])o1)NCCCc1ccccc1	-4%	-11%	-1%
CC1=C(C(=O)Nc2ccccc2)C(c2ccc[nH]2)n2ncnc2N1 (centres undefined)	?	?	?
COc1ccc(NC(=O)c2oc3ccccc3c2NC(=O)C2CC2)cc1	?	?	41%[activator]
COc1ccc(S(=O)(=O)N2CCOCC2)cc1NC(=O)c1cccc(-n2cccc2)c1	?	?	?
CCCCN1C(=O)C(CC(=O)NCCc2ccccn2)CC(C(=O)N(C(C)C)C(C)C)=C1C (centres undefined)	?	1%	.
O=C(OCc1nnc(-c2ccc(Br)cc2)o1)c1ccco1	0%	1%	-6%
CCN(CC)S(=O)(=O)c1ccc(NC2c3ccccc3C(=O)N2c2ccc(C)cn2)cc1 (centres undefined)	?	?	0%
CCSc1ccccc1C(=O)N1CCN(c2ccccc2F)CC1	-18%	-14%	3%
COc1ccc(CN2CCC(N3CC(C)OC(C)C3)CC2)c(OC)c1 (centres undefined)	0%	7%	-2%
O=C(CSC(=S)N1CCOCC1)N1N=CCC1c1ccccc1 (centres undefined)	-8%	-6%	-4%
O=C1c2ccccc2C(=O)C1c1ccc(Br)cc1	7%&-3%	17%&-2%	-11%&2%
The list continues:
SMILES	DT40 TDP1 no CPT	TDP1 cell CPT	KAT2A inh
CN(/N=C/c1c[nH]c2ccccc12)c1cnn(-c2ccc(F)c(Cl)c2)c(=O)c1Cl	26µM*	26µM*	-7%
CSc1ccc(Cl)c(C(=O)N2CCN(CC(=O)N3CCCC3)CC2)c1	-7%	-5%	-2%
Cc1cccc(NC(=O)CCN2C(=O)c3ccccc3C2=O)c1	24%	1%	-9%
Cc1cc(=O)n2[nH]c(-c3ccco3)nc2n1	-5%	-6%	-6%
CCOc1ccc(NC(=O)c2cnccn2)cc1	?	-9%	2%
O=C(Nc1cc(Cl)ccc1O)C1CC(c2ccccc2Cl)=NO1 (centres undefined)	-9%	4%	-7%
COc1cc(/C=C/C(=O)O)cc(S(=O)(=O)Nc2ccccc2SC)c1OC	-12%	2%	-1%
CC[n+]1c(/C=C(/C)SC)sc2ccccc21	5.2µM*	4.6µM*	-19%
COc1ccc(-c2noc(CN3CCN(c4ccccc4F)CC3)n2)cc1OC	-12%	-5%	-7%
CC(C)(Oc1ccc(Cl)cc1)C(=O)N/N=C/c1cn[nH]c1-c1ccccc1	-12%	?	-17%
COc1ccc(-c2nc(N)nc(C)c2Oc2ccccc2Br)c(O)c1	?	?	-14%
CC1CCCC(C)N1C(=O)COC(=O)c1ccco1 (centres undefined)	-4%	1%	1%
COc1ccc(OCC(=O)N2CCN(C(=O)c3ccc(F)cc3)CC2)cc1	15%	-14%	2%
CCN(Cc1ccc(OC)c(F)c1)C(=O)/C=C/c1ccc(S(=O)(=O)N2CCOCC2)cc1	23µM*	?	-3%
COc1nc2ccccc2nc1OC	-5%	3%	-2%
CC(C)CN1CCC(=O)N([C@H](CN=[N+]=[N-])Cc2ccccc2)CC1	-13%&-26%	3%&-17%	0%
Cc1ccc(CN2CC(C(=O)NNC(=O)c3ccc(F)cc3)CC2=O)cc1 (centres undefined)	-4%	2%	-14%
O=C1CSC(=O)N1CCOCCN1C(=O)CSC1=O	-2%	-4%	-2%
COC(=O)COc1ccc(/C=C2/NC(=O)N(CC(=O)OC)C2=O)cc1	12%	-2%	-13%
Nc1nc(N2CCCCC2)c2ncn(C3OC(CO)C(O)C3O)c2n1 (centres undefined)	-4%	-5%	.
O=C(Nc1ccc2c(c1)OCCO2)c1ccccc1F	15µM*	7.3µM*	-4%
N=c1c(S(=O)(=O)c2ccccc2)cc2c(=O)n3ccccc3nc2n1CCCN1CCOCC1	-27%	2%	-5%
CCc1cccc(NC(=O)Cn2cc3c(n2)CCCC3)c1	-21%	-24%	-3%
CCO[C@@H]1c2c(ccc3ccc(=O)oc23)OC(C)(C)[C@H]1O	-11%	-12%	-8%
c1ccc2c(c1)nc1n2CC2CON(C3CCCCC3)C12 (centres undefined)	-1%	4%	2%

Some of the entries so far, with bars between the fields:
SMILES | DT40 TDP1 no CPT | TDP1 cell CPT | KAT2A inh
CC(C)CN1CCC(=O)N([C@H](CN=[N+]=[N-])Cc2ccccc2)CC1 | -13%&-26% | 3%&-17% | 0%
Cc1ccc(CN2CC(C(=O)NNC(=O)c3ccc(F)cc3)CC2=O)cc1 (centres undefined) | -4% | 2% | -14%
O=C1CSC(=O)N1CCOCCN1C(=O)CSC1=O | -2% | -4% | -2%
COC(=O)COc1ccc(/C=C2/NC(=O)N(CC(=O)OC)C2=O)cc1 | 12% | -2% | -13%
Nc1nc(N2CCCCC2)c2ncn(C3OC(CO)C(O)C3O)c2n1 (centres undefined) | -4% | -5% | .

Further compounds follow:
SMILES	DT40 TDP1 no CPT	TDP1 cell CPT	KAT2A inh
CC1(C)C2CCC1(C)C(NC(=O)CCN1CCCCC1)C2 (centres undefined)	-8%	-16%	-4%
CC(N)c1csc(Nc2nccc(C(F)(F)F)n2)n1 (centres undefined)	?	5%	.
Cc1ccc(NC(=O)c2ncn(CC(=O)N[C@H](CO)Cc3c[nH]c4ccccc34)n2)cc1C	-8%	4%	-7%
O=C(NCCc1c[nH]c2ccccc12)C1CCC(=O)N(CCc2cccc(F)c2)C1 (centres undefined)	8.2µM*	?	0%
Cc1ccc(N2CCN(C(=O)Cc3c(C(=O)O)c(C)cn3C)CC2)c(C)c1	?	?	-4%
O=C(/C=C/c1cn(-c2ccccc2)nc1-c1cccs1)NCCN1CCOCC1	?	?	-3%
O=C(Nc1ccc2c(c1)OCCO2)C(C1CC1)N1CCN(C/C=C/c2ccccc2)CC1 (centres undefined)	?	?	.
Cc1ccc(-n2c(=O)c3c4c(sc3n(CC(=O)c3ccc(Cl)cc3)c2=O)CCC4)cc1C	-13%	-6%	0%
CC1(O)CC(c2ccc(Cl)cc2)=NN1C(=O)c1ccc(Cl)cc1 (centres undefined)	16µM*	10µM*	-16%
Cc1nc2c(c(C)nn2-c2ccccc2)c(C)c1CCC(=O)NCCc1ccccc1	21µM*	21µM*	3%
CCN(CC(=O)NCc1cccs1)C(=O)c1cccc(S(=O)(=O)Nc2ccc(C)cc2)c1	?	2%	-26%
COc1ccc(Cl)cc1NC(=O)N1CCN(S(C)(=O)=O)CC1	-8%	-17%	.
CN(C)CC(=O)N[C@@H]1C=C[C@@H](CC(=O)NCCN2CCCCC2)O[C@@H]1CO	-4%	2%	.
COC(=O)C(CC(=O)CNC(=O)c1ccccc1)NC(=O)c1ccccc1 (centres undefined)	-1%	6%	.
CCOc1ccc(OCCOCCn2ccnc2)cc1	-26%	-3%	-5%
O=C(C[n+]1cc(Br)cc(Br)c1)c1ccc2ccccc2c1	?	-24%	.
COc1cccc(NC(=O)C(Cc2ccccc2)n2cccc2)c1 (centres undefined)	-23%	-21%	0%
CCC(CC)C(=O)c1c[nH]c(C(=O)NCc2cccs2)c1	1%	-11%	-13%
O=C1CCc2cc(S(=O)(=O)N3CCN(c4ccccc4F)CC3)ccc2N1	?	-26%	-3%

Quoted at random: five entries already listed, in no set order.
SMILES	DT40 TDP1 no CPT	TDP1 cell CPT	KAT2A inh
COc1ccc(CN2CCC(N3CC(C)OC(C)C3)CC2)c(OC)c1 (centres undefined)	0%	7%	-2%
Cc1ccc(NC(=O)Cc2ccccc2)cc1S(=O)(=O)N1CCOCC1	-4%	-21%	-2%
COc1ccc(-c2nc3ccc(C)cn3c2NCc2ccc3c(c2)OCO3)cc1	?	-8%	2%
CCc1cccc(NC(=O)Cn2cc3c(n2)CCCC3)c1	-21%	-24%	-3%
Cc1ccc(-c2nc3c(C)cc(Br)cn3c2Cc2cccc(F)c2)cc1	?	?	.

Quoted from the entries so far (two entries):
SMILES	DT40 TDP1 no CPT	TDP1 cell CPT	KAT2A inh
Cc1ccc(-n2c(=O)c3c4c(sc3n(CC(=O)c3ccc(Cl)cc3)c2=O)CCC4)cc1C	-13%	-6%	0%
CC1(O)CC(c2ccc(Cl)cc2)=NN1C(=O)c1ccc(Cl)cc1 (centres undefined)	16µM*	10µM*	-16%
